Screening results: PubChem BioAssay, National Center for Advancing Translational Sciences (NCATS)
ERK EGF inh: inhibitors of EGF-stimulated ERK signaling pathway. 130,000 tested, 0.41% active. HEK293-V1b, EGF-stimulated phospho-ERK AlphaScreen. Potency, µM (doses to about 11.5 µM), inactives show at the top dose activity change, negative = inhibition, usual class: inhibitors; active = well fitted inhibition curve with a large enough effect; inconclusive = small, poorly fitted or top-dose-only effect, or effect the other way;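 note: plate controls were stimulated vehicle wells for no effect and unstimulated vehicle basal for full effect; nearly all actives have a fitted effect of over 55% in size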
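HEK293 cells stably expressing V1b receptor, serum-reduced (1% FBS) overnight, got compound for 30 min at 37C, then 25 nM EGF for 5 min. Lysate phospho-ERK read by AlphaScreen SureFire; AC50 from Hill fits.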
* = called active by the depositor; ? = inconclusive; [ ] = dose if it differs, or a comment. Potency is the fitted concentration of half-maximal effect.

Structure	ERK EGF inh
COc1ccccc1/C=C/C(=O)NCc1ccccn1	5%
CCOC(=O)c1ccc(NC(=S)N2CCCC(C)C2)cc1 (stereo not drawn)	-21%
COc1ccc(C(=O)NCC(=O)OCC(=O)c2ccc(Cl)cc2)cc1OC	9%
CCOC(=O)CC(NC(=O)C1c2ccccc2Oc2ccccc21)c1ccccc1Cl (stereo not drawn)	-2%
C=CCNC(=O)CC1C(=O)NCCN1Cc1ccc(-c2ccccc2)cc1 (stereo not drawn)	-8%
CCc1cccc2c(C(=O)C(F)(F)F)cn(CC(=O)N3CCOCC3)c12	-11%
CCN(CC)S(=O)(=O)c1cccc(NC(=O)COc2ccc(Cl)cc2Br)c1	-2%
COc1cccc(C2C(C(N)=O)=C(C)Nc3nc(CCCO)nn32)c1OC (stereo not drawn)	-5%
CC(C)=CCN1CCN(Cc2cn[nH]c2C2CCCCC2)CC1CCO (stereo not drawn)	1%
COc1cccc(NC(=O)Nc2ccc(Cc3ccncc3)cc2)c1	-4%
COc1ccc(OC)c(-n2nnnc2SCC(=O)N2CCN(C(=O)c3ccco3)CC2)c1	-6%
O=C(N/N=C/c1cccnc1)c1ccc(S(=O)(=O)N2CCCCCC2)cc1	6%[57.5 µM]
O=C(OCc1ccc([N+](=O)[O-])cc1)c1ccc2ccccc2n1	-6%[57.5 µM]
CCOc1[nH]n(-c2ccccc2)c(=O)c1C=Nc1ccc(OC)cc1	-6%
O=C(O)c1cc(N2C(=O)CCC2=O)ccc1NCc1cccnc1	-11%[57.5 µM]
Oc1ccc(C2C=C(c3ccc(F)cc3)Nc3ncnn32)cc1 (stereo not drawn)	0%[57.5 µM]
Cc1ccc(N2C(=O)C3CCC(C)(C2=O)C3(C)C)cc1 (stereo not drawn)	-3%[57.5 µM]
CCCC(=Nc1ccccc1OC)C1=C(O)CC(c2ccccc2)CC1=O (stereo not drawn)	5%
CN(C)c1cccc(C(=O)NNC(=S)NC2CCCC2)c1	-9%
C[N+]1(C)CC[C@@H](OC(=O)[C@@](O)(c2ccccc2)C2CCCC2)C1	0%[25.7 µM]
CC[C@@H](C)[C@H]1O[C@]2(CC[C@@H]1C)C[C@@H]1C[C@H](C/C=C(/C)[C@H](O[C@@H]3C[C@H](OC)[C@H](O[C@@H]4C[C@H](OC)[C@@H](O)[C@H](C)O4)[C@H](C)O3)[C@@H](C)/C=C\C=C3CO[C@@H]4[C@H](O)C(C)=C[C@@H](C(=O)O1)[C@]34O)O2 (tested in a mixture with another compound)	?
CC(C)CCNC(=O)C1CCCN1C(=O)NC1CCCCC1 (stereo not drawn)	4%
COc1ccc(CCN=C(N)NS(=O)(=O)c2cccs2)cc1	-1%
NS(=O)(=O)c1cccc(NC(=O)CSc2nc3ccc(Cl)cc3[nH]2)c1	-2%
CN(CCCC[C@H](CNCc1ccc(-c2ccccc2)cc1)N1C[C@H](c2ccccc2)N(CCc2ccc(Cl)c(Cl)c2)C(=O)C1=O)Cc1ccc(-c2ccccc2)cc1	?
COC(=O)C(C(=O)OC)c1ccc(-n2cccc2)cc1	-2%
S=C(NCc1ccco1)Nc1cc(-c2ccccc2)[nH]n1	-4%
CCOC(=O)c1ccc(CNCc2ccc(Br)cc2)cc1	-3%
CCSC1=C(C#N)C(c2ccccc2OC)CC(=O)N1 (stereo not drawn)	-5%
CC(C)[C@H](NS(=O)(=O)c1ccc2c(c1)OCCO2)C(=O)OCC(=O)Nc1cc(Cl)ccc1Cl	-1%
CCN(CC)CCNC(CC(=O)Nc1ccc(Cl)cc1Cl)C(=O)O (stereo not drawn)	4%
COc1ccccc1NC(=O)C1=C(C)NC(=O)NC1c1ccccc1[N+](=O)[O-] (stereo not drawn)	2%
CC(=O)C1=C(C)N2CCN=C2S1	10%[57.5 µM]
COc1ccc(NC(=O)CCC(=O)c2cccs2)cc1S(=O)(=O)Nc1ccc(Cl)cc1	-1%
CCCN1CCC(=O)N([C@H](CSc2ccc(Br)cc2)Cc2ccccc2)CC1	0%[57.5 µM]
Cc1ccc(-c2ccnc(-c3ccc(O)cc3)n2)cc1	-1%
O=C(CCc1nc2ccccc2c(=O)[nH]1)NCc1ccco1	-1%
Cn1c(=O)[nH]c(=O)c2c1nc(N1CCCCC1)n2C/C=N/NC(=O)c1cc(Br)ccc1O	-1%[57.5 µM]
CCOc1cc(/C=N/NC(=O)c2cccnc2)ccc1O	-2%[57.5 µM]
CN1CCN(C(=O)CSc2nc3ccc(NC(=O)c4ccccc4F)cc3s2)CC1	-8%[57.5 µM]
O=C(COC(=O)Cc1ccc(Cl)cc1)Nc1ccccc1F	0%
COC(=O)C12CCC3(SCCS3)C(C(=O)OC)(CCC13SCCS3)C2	2%
Cc1cc(-c2nnc(SCC(=O)c3ccc(F)cc3)o2)no1	9%
O=C(CSc1ncc(C(F)(F)F)cc1Cl)NCC1CCCO1 (stereo not drawn)	?
O=C(O)c1ccc(N2CCCCC2)cc1O	0%[57.5 µM]
O=c1ccc(=O)n(-c2ccccc2)[nH]1	-7%[57.5 µM]
CNC(=O)c1ccccc1Sc1ccccc1CO	-5%[57.5 µM]
Cc1ccc(C)c(-n2c(=O)c(C#N)cc3c(=O)n4ccccc4nc32)c1	4%
NC(=O)C[C@H]1NC(=O)[C@H](CCC(=O)O)NC(=O)c2cc([N+](=O)[O-])cc(I)c2NCCC[C@@H](C(N)=O)NC1=O	-9%
COc1ccc(NC(=O)COC(=O)COc2cccc(Br)c2)cc1OC	-8%
CNC(=O)c1cc2cc(Br)ccc2s1	-3%
CS(=O)(=O)N(CC(N)=O)c1cccc(Br)c1	7%
CCC(=O)Nc1ccc(NC(=S)NC(=O)c2oc3ccccc3c2C)cc1	6%
CCOc1c(Cl)cc(CNc2ccc(S(N)(=O)=O)cc2)cc1OC	1%
COC(C[C@H]1O[C@H]1[C@H](O)[C@H](C)OCc1ccccc1)OC	-3%[57.5 µM]
CCN1CCN(c2ccc(NC(=O)c3ccc4c(c3)[nH]c(=O)n4Cc3ccc(OC)cc3)cc2)CC1	3%
FC(F)(F)c1cnc(N2CCN(C(=S)NCc3ccccc3)CC2)c(Cl)c1	-5%[57.5 µM]
CCCC(=O)Nc1ccc2oc(-c3cncc(Br)c3)nc2c1	4%
CN(C)c1ccc2c3c(ccc(N(C)C)c13)C(=O)OC2	-7%[57.5 µM]
Cn1ccc(C(=O)Oc2ccc(C(=O)Nc3ccc(F)cc3F)cc2)n1	2%

Other compounds follow.
Structure	ERK EGF inh
Cc1cccc(C)c1-n1c(C)nn(CC2CC2)c1=O	-14%
O=C(CN1C(=O)c2ccccc2C1=O)NNC1=NS(=O)(=O)c2ccccc21	-11%
O=C(COc1cccc(-n2cnnn2)c1)NC1CCCCC1	5%
CCN(CC)C(=O)Cn1c(=O)n(-c2ccc(CC(=O)NCc3ccccc3)cc2)c(=O)c2sccc21	5%
CC(C)Oc1cccc(C(=O)C2CCCN(Cc3cnc(N4CCOCC4)s3)C2)c1 (stereo not drawn)	8%
Cc1ccc(Nc2nc(C)cs2)cc1	?
O=C(CN1C(=O)/C(=C\c2ccc(C(F)(F)F)cc2)Sc2ccccc21)NCc1ccco1	-18%
O=C(O)c1cccc(N/N=C/c2sc(N3CCOCC3)nc2-c2ccccc2)c1	0%
NS(=O)(=O)c1ccc(CCNC(=S)Nc2ccc(S(N)(=O)=O)cc2)cc1	-1%
CSc1ccc(CN2C(=O)NC3(CCCCCCC3)C2=O)cc1	?
Cc1ccc(OCC(=O)NCc2cccnc2)cc1	-8%
N#Cc1cccnc1Nc1cccc(Cl)c1	-19%

The last 2 records of the part before lead into the next:
Structure	ERK EGF inh
Cc1ccc(OCC(=O)NCc2cccnc2)cc1	-8%
N#Cc1cccnc1Nc1cccc(Cl)c1	-19%
CCCC1(C(=O)OCC)NC(c2ccc(OC)cc2OC)C2C(=O)N(c3ccc4c(c3)OCCO4)C(=O)C21 (stereo not drawn)	-13%
CCCCn1c(SCC(=O)N2CCC(C(=O)OCC)CC2)nc2cc(S(N)(=O)=O)ccc21	-8%
COc1cccc(C2C([N+](=O)[O-])=C(N)Oc3cc(C)oc(=O)c32)c1 (stereo not drawn)	-2%[57.5 µM]
C[C@@H]1CC=C[C@H]2[C@H]1C(=O)N(Cc1ccccc1)[C@H]2c1ccc2ccccc2c1Br	-2%[57.5 µM]
O=C(NCCCn1ccnc1)C(=O)NCC1OCCN1S(=O)(=O)c1ccc(Cl)cc1 (stereo not drawn)	8%
C#CCCCCCCCCCCCC(O)CC(O)CO (stereo not drawn)	12%
O=C(NC(=S)Nc1ccc(CN2CCOCC2)cc1)c1cccc([N+](=O)[O-])c1	3%
C=CCOc1ccccc1CN1CCC(CO)(CCOc2ccccc2)CC1	1%
C/C(=N\Nc1ccc(C(=O)O)cc1)c1nc2ccccc2n1C	4%
COCCN1CCN(Cc2cn(C)nc2-c2cccc(Cl)c2)CC1	4%
Cc1cnc(NC(=O)CSc2ncn(-c3ccccc3)n2)s1	-13%
COc1cccc(-n2nc(C(C)=O)c(C#N)c2-c2ccco2)c1	-7%

6 structures out of the list, sorted by heavy-atom count, smallest number first:
Structure	ERK EGF inh
Cc1cnc(NC(=O)CSc2ncn(-c3ccccc3)n2)s1	-13%
C/C(=N\Nc1ccc(C(=O)O)cc1)c1nc2ccccc2n1C	4%
COCCN1CCN(Cc2cn(C)nc2-c2cccc(Cl)c2)CC1	4%
C=CCOc1ccccc1CN1CCC(CO)(CCOc2ccccc2)CC1	1%
C[C@@H]1CC=C[C@H]2[C@H]1C(=O)N(Cc1ccccc1)[C@H]2c1ccc2ccccc2c1Br	-2%[57.5 µM]
O=C(NCCCn1ccnc1)C(=O)NCC1OCCN1S(=O)(=O)c1ccc(Cl)cc1 (stereo not drawn)	8%

Remaining list, next part:
Structure	ERK EGF inh
O=C(O)/C=C/C(O)c1ccc(Cl)cc1 (stereo not drawn)	5%
COC(CNC(=O)C1CCCN(S(=O)(=O)c2c(C)noc2/C=C/c2cccs2)C1)OC (stereo not drawn)	-3%
COc1ccc(NC(=O)CCNS(=O)(=O)c2ccc3c(c2)c(=O)n(C)c(=O)n3C)c(OC)c1	-9%
CCOc1ccc2nc(Cl)c(C3CC(c4ccco4)=NN3S(=O)(=O)c3ccccc3)cc2c1 (stereo not drawn)	-4%
CN1CCN(CC(O)COc2ccc(OCC(O)CN3CCN(C)CC3)cc2)CC1 (stereo not drawn)	6%
CC1CCN(S(=O)(=O)c2cccc(C(=O)NCc3ccco3)c2)CC1	4%
O=C(NNS(=O)(=O)c1ccc([N+](=O)[O-])cc1)c1cnn(-c2ccccc2)c1-n1cccc1	-5%
COc1cc2ccccc2cc1C(=O)NCC(c1cccs1)N(C)C (stereo not drawn)	30%
CCOC(=O)CSc1cc(CS(C)(=O)=O)nc(-c2ccccn2)n1	-3%
NC(=O)C1CCN(C(=O)CCCCCn2c(=O)[nH]c3ccsc3c2=O)CC1	13%
CCc1ccc(N2C(=O)CN(Cc3cc(OC)c(OC)c(OC)c3)C2=S)cc1	8%
Oc1ccc(-c2nccc(-c3ccc(Cl)cc3)n2)cc1	-7%
CCCCNC(=S)NNc1c(Cl)cc(Cl)cc1Cl	-1%
O=C(c1cccc2nc3ccccc3nc12)N1CCOCC1	5%[57.5 µM]
C=CCNC(=O)c1sccc1Oc1ccc(F)cc1[N+](=O)[O-]	2%
O=C(CN(Cc1ccc(F)cc1)S(=O)(=O)c1ccc(S(=O)(=O)N2CCOCC2)cc1)Nc1ccccc1	6%
O=C(Cn1c2c(c(-c3ccccc3Cl)cc1=O)CCC2)NCCCN1CCOCC1	2%[57.5 µM]
O=C(Cn1c(-c2ccccc2Cl)nc2ccccc21)Nc1cccc(Cl)c1	-1%
Cc1ccc(NC(=O)c2ccc(OC(F)(F)F)cc2)cc1S(=O)(=O)N(C)C	?
Cc1ccccc1NC(=S)NCc1ccc2c(c1)cc(C)n2C	-11%
O=C(Oc1cccc2cccnc12)c1ccco1	5%
CCCCC1N2CC3([N+](=O)[O-])CN1CC([N+](=O)[O-])(C2)C3(C)C (stereo not drawn)	-2%
COC(=O)c1cc(C(=O)OCC(=O)NCc2ccc3c(c2)OCO3)cc([N+](=O)[O-])c1	1%
CC1CCN(c2ccc([N+](=O)[O-])cn2)CC1	3%
Cn1c(SCC(=O)Nc2cc(Cl)cc(Cl)c2)nnc1-c1ccc2nonc2c1	?
Cc1ccc(C(=O)N2CCN(c3ccc([N+](=O)[O-])c(N4CCOCC4)c3)CC2)cc1	1%
S=c1[nH]nc(-c2cccs2)n1C1CCCCC1	0%[57.5 µM]
CCC(=O)Nc1ccc(Cl)c(NC(=S)NC(=O)c2ccco2)c1	-5%
Cc1ccc(NS(=O)(=O)c2cccc(C(=O)O)c2)cc1S(=O)(=O)N1CCCCC1	16%
Cc1cccc(NC(=S)NC(=O)c2ccc(Br)o2)c1	-4%[57.5 µM]
COc1ccc(-n2c(SCC(=O)Nc3cccc(S(N)(=O)=O)c3)nc3ccccc3c2=O)cc1OC	-1%[57.5 µM]
Cc1ccc(C(=O)N2NC(c3ccccc3F)C3C(=O)N(c4cccc(C)c4)C(=O)C32)cc1 (stereo not drawn)	4%

This is a subset. The share of hits here may be higher or lower than overall.
